Compound activity as filed in PubChem.
All columns: NCI-60 one-dose screen, growth in % after 48 h at 10 µM unless noted; 100 = growth as untreated, 0 = no growth, -100 = all killed.
NCI-H226 = NCI-H226 lung cancer | hit rate 3.5% among 79,000
NCI-H23 = NCI-H23 lung cancer. hit rate 4% among 80,000
IGROV1 = IGROV1 ovarian cancer; hit rate 4.7% among 79,000
NCI-H322M = NCI-H322M lung cancer. AID 1794733. hit rate 2.7% among 80,000
COLO 205 = COLO 205 colon cancer | hit rate 7.3% among 79,000 | AID 1794742
SK-OV-3 = SK-OV-3 ovarian cancer cells; hit rate 3.2% among 80,000
NCI-H460 = NCI-H460 lung cancer | AID 1794736 | hit rate 6.8% among 82,000
NCI-H522 = NCI-H522 lung cancer; hit rate 8% among 78,000; AID 1794739
NCI/ADR-RES = NCI/ADR-RES ovarian cells | AID 1794790 | hit rate 4.4% among 81,000
An asterisk follows results filed as active; . = no result given; & = joins results of further samples; ! = not confirmed by another sample. Rule for the calls: active = growth percent below 10; inactive = the rest.

SMILES	NCI-H226	NCI-H23	IGROV1	NCI-H322M	COLO 205	SK-OV-3	NCI-H460	NCI-H522	NCI/ADR-RES
Cc1c(C(=O)NN)sc2ncc(-c3ccc(Br)cc3)n12	95	91	105	116	126	113	109	105	102
CCOc1ccc(N=C=S)cc1	100	.	107	.	113	105	109	96	119
Oc1ccc(/C=N/c2n[nH]c(-c3cccc(Cl)c3)n2)cc1	96	95	104	106	98	72	103	83	107
COc1cccc(/C=C2\Oc3cc(OCCCN4CCCC4)ccc3C2=O)c1	95	88	74	88	87	109	78	92	89
CCOC(=O)C1=C(C)NC(C)=C(C(=O)OCC)C1c1cc(Br)c(O)c(OC)c1	33	34	50	55	104	17	19	-37*	-14*
Cc1cc(SC#N)ncn1	99	103	.	103	115	105	99	92	103
CCOC(=O)c1[nH]c(C)c(C=O)c1C	98	98	.	124	110	105	105	98	96
CCOC(=O)c1ccc(NC(=S)NC(=O)c2cccc(NC(=O)c3ccc(C)cc3)c2)cc1	32	67	74	75	78	73	76	51	66
O=C(Cn1cc(CN2CCN(c3ccnc4cc(Cl)ccc34)CC2)nn1)Nc1ccccc1Cl	90	99	96	99	94	68	107	83	98
COc1ccc(-c2nocc2-c2ccccc2)cc1	104	96	95	91	114	97	106	87	96
COc1cc(/C=N\NC(=O)c2cnn(CC(O)c3ccccc3)c2N)ccc1OC(F)F (centres undefined)	.	87	82	86	.	.	77	92	89
O=C(CCc1nnc2n1N=C(Cl)CS2)c1nc2ccccc2[nH]1	107	102	94	86	.	104	102	108	107
CS(=O)(=O)N1CCC(Nc2nccc(O[C@H]3CO[C@H]4[C@@H]3OC[C@@H]4OCc3ccccc3)n2)CC1	99	105	90	101	111	112	107	87	99
CC(O)C(=O)OCCOCc1ccccc1 (centres undefined)	91	101	111	97	103	102	106	101	110
CCN(CC)Cc1cc(Nc2ccnc3cc(Cl)ccc23)cc(-c2ccc(Cl)cc2)c1O	18	24	-6.1*	5.7*	56	48	3.2*	35	20
O=C(O)c1ccc(-n2cc(CNc3cccc(F)c3)c(-c3ccc(C(F)(F)F)cc3)n2)cc1	98	87	79	77	97	83	49	84	80
COc1cccc(-c2nc3sccn3c2-c2ccnc(NCCNC(=O)c3cc(N4CCOCC4)cc(C(F)(F)F)c3)n2)c1	104	110	68	97	73	99	96	69	76
O=C(O)CCC(=O)c1ccc(Oc2ccc(Cl)cc2)cc1	94	96	104	90	113	106	115	96	94
COC(=O)CSc1ccccc1C(=O)OC	92	110	103	98	112	102	104	101	104
Oc1c(Cl)cc(Cl)c2ccc(CN3CCCCC3)nc12	49	.	34	38	80	62	22	34	19
C/C(=N\NC(=S)Nc1ccc(F)cc1)c1ccccc1	111	96	94	99	128	108	107	76	91
Cc1cc(=S)n(C)c2ccccc12	91	.	106	.	103	94	95	75	95
CC(OC(=O)Nc1cccc(Cl)c1)C(=O)O (centres undefined)	96	98	104	101	113	99	108	81	97
Oc1cccc(-c2nnc(-c3cccc(O)c3)nn2)c1	.	88	96	87	.	92	106	59	97
S=C(c1cccs1)N1CCN(c2ccccc2Cl)CC1	80	100	98	114	98	88	101	86	107

Rewritten with each value named: part of the list above.
> Oc1ccc(/C=N/c2n[nH]c(-c3cccc(Cl)c3)n2)cc1
  NCI-H226 = 96 | NCI-H23 = 95 | IGROV1 = 104 | NCI-H322M = 106 | COLO 205 = 98 | SK-OV-3 = 72 | NCI-H460 = 103 | NCI-H522 = 83 | NCI/ADR-RES = 107

> COc1cccc(/C=C2\Oc3cc(OCCCN4CCCC4)ccc3C2=O)c1
  NCI-H226 = 95 | NCI-H23 = 88 | IGROV1 = 74 | NCI-H322M = 88 | COLO 205 = 87 | SK-OV-3 = 109 | NCI-H460 = 78 | NCI-H522 = 92 | NCI/ADR-RES = 89

> CCOC(=O)C1=C(C)NC(C)=C(C(=O)OCC)C1c1cc(Br)c(O)c(OC)c1
  NCI-H226 = 33 | NCI-H23 = 34 | IGROV1 = 50 | NCI-H322M = 55 | COLO 205 = 104 | SK-OV-3 = 17 | NCI-H460 = 19 | NCI-H522 = -37* | NCI/ADR-RES = -14*

> Cc1cc(SC#N)ncn1
  NCI-H226 = 99 | NCI-H23 = 103 | IGROV1 = . | NCI-H322M = 103 | COLO 205 = 115 | SK-OV-3 = 105 | NCI-H460 = 99 | NCI-H522 = 92 | NCI/ADR-RES = 103

The list continues.
SMILES	NCI-H226	NCI-H23	IGROV1	NCI-H322M	COLO 205	SK-OV-3	NCI-H460	NCI-H522	NCI/ADR-RES
Cc1c(Cl)cccc1NC(=O)CN(CC(C)C)CC(C)C	86	98	104	87	.	104	103	68	102
Cc1cc(C)c(N)c(C(=O)O)c1	84	95	102	101	107	91	99	97	100
COCc1cc(C(C)(C)C)ccc1O	99	96	107	104	113	104	108	83	97
O=[N+]([O-])c1ccc(N/N=C\c2cc(Br)ccc2O)nc1	55&91	14&21	8.0*!	8.6*!	43&23	28&27	0.4*	7.6*	6.1*
COc1ccc(C2CC(c3ccc(Nc4ccnc5cc(Cl)ccc45)cc3)=NN2c2ccc(Cl)cc2)cc1 (centres undefined)	101	99	110	108	91	98	93	81	98
CC1CC(C)C2=NOS3=C2C1=NO3 (centres undefined)	97	106	117	114	105	104	105	99	109
C=C1C(=O)O[C@H]2[C@H]1CC/C(Cn1cc(Cn3ccc4cc(Cl)ccc43)nn1)=C\CC[C@@]1(C)O[C@@H]21	61	13	2.3*	77	-82*	86	64	-76*	51
O=C(c1ccccc1)c1ccc[nH]1	101	104	115	103	111	99	111	97	107
CS(=O)(=O)c1ccc(-c2nc3cc(Cl)ccc3n2CC(N)=O)cc1	84	94	82	90	.	77	102	89	102
CC1OC(O[C@H]2CC[C@]3(C)[C@H]4CC[C@@H]5[C@H]6[C@H]7OC[C@@]6(CCC7(C)C)CC[C@@]5(C)[C@]4(C)CC[C@H]3C2(C)C)C[C@@H](O)[C@H]1O (some centres undefined)	97	100	96	86	102	103	108	87	100
CCCCCCCCCCCCCCCCCCCCCCCCCC(=O)O	100	100	110	108	101	97	109	99	102
COc1cccc(N=Nc2c(O)n(-c3ccc(Cl)cc3)n(-c3ccc(Cl)cc3)c2=O)c1OC	.	94	100	95	.	.	78	85	97
c1ccc(C2=NNC(c3cc(-c4cc5ccccc5o4)n(-c4ccccc4)n3)C2)cc1 (centres undefined)	92	101	105	98	105	91	104	96	103
O=C(CCCCCCN1CC(=O)N2[C@@H](c3ccc(Br)nc3)c3[nH]c4ccccc4c3C[C@H]2C1=O)NO	85	.	97	91	105	90	93	82	99
O=c1[nH]c(-c2cccnc2)nc2c1sc(=S)n2-c1ccc(F)cc1	100	96	99	99	94	79	109	70	98
O=C(O)c1ccc(-n2cc(C(=O)O)c(-c3cc(C(F)(F)F)cc(C(F)(F)F)c3)n2)cc1	95	94	100	97	111	91	97	95	103
Clc1ccc(/C=N\N2CCCCCC2)cc1Cl	94	.	.	.	117	108	109	103	.
O=C1c2ccccc2C(=O)N1/N=C/c1cc(Br)ccc1O	99	100	107	95	97	86	92	105	101
Cc1ccc(-c2nc3ccccn3c2/C=C2/C(=O)Nc3ccc(F)cc32)cc1	102	81	80	88	97	79	75	59	65
COc1nc(N)nc2c1N=C(c1ccc(Cl)cc1)c1ccccc1N2	89	82	127	87	116	101	105	77	91
O=[N+]([O-])c1ccc(-c2csc(COc3ccccc3)n2)cc1	114	102	104	111	118	112	101	86	107
CCOc1ccc(NC2=C(Cl)C(=O)c3nc(C)ccc3C2=O)cc1	-53*	-61*	-82*	32	98	80	13	-62*	-16*
COc1ccc(-c2nc3ncccn3c2/C=C/C(=O)c2cc(OC)c(OC)c(OC)c2)cc1	-24*	-20*	17	16	.	-14*	-79*	-45*	.
N#Cc1n[nH]n2c1nc(=O)c1sc(-c3ccccc3)cc12	99	91	96	91	100	84	114	.	103
COc1ccc(Cn2cc(C(=O)N=Nc3c(O)[nH]c4c(Cl)cccc34)nn2)cc1	102	99	103	101	114	113	100	84	105

More compounds
SMILES	NCI-H226	NCI-H23	IGROV1	NCI-H322M	COLO 205	SK-OV-3	NCI-H460	NCI-H522	NCI/ADR-RES
COc1ccc(/C=C\c2cc(OC)c(OC)c(OC)c2)c(NS(=O)(=O)c2ccc(C(C)(C)C)cc2)c1O	45	24	39	64	1.6*	31	8.2*	-7.6*	9.5*
Brc1cc(-c2ccccc2)nc2ccccc12	99	96	93	94	96	90	98	95	100
COc1cc(/C=C/c2cc(/C=C/c3ccc(O)c(OC)c3)n(C(=O)Nc3ccc(F)c(Cl)c3)n2)ccc1O	-4.3*	-13*	4.6*	13	-59*	-31*	4.4*	11	12
CC/C=C\C[C@H](O)C/C=C1/C(=O)C=C[C@@H]1C/C=C\CCCC(N)=O	-40*	-38*	10	30	-28*	11	-9.9*	-19*	11
O=C(/C=C/c1ccc(Oc2ccc(Br)cc2)cc1)c1ccc(Br)cc1	103	95	99	95	113	108	105	91	98
COc1ccc([N+](=O)[O-])c(C)n1	107	99	.	112	118	108	108	104	107
COc1cc(C(=O)n2nc(N3CCN(C)CC3)c3cc(N)ccc32)cc(OC)c1OC	48	38	32	59	107	28	39	-7.3*	68
COc1ccc(CN2C(=O)c3cnc4c(c(C)nn4-c4ccccc4)c3C2=O)cc1OC	105	98	130	116	125	103	103	103	97
CCCCCCN(CCCCCC)C(=N)c1ccnc2ccccc12	89	72	66	76	-75*	92	55	72	65
CCCC(=O)Nc1ccccc1OC	98	95	113	103	106	108	102	92	106
Cc1ccc(N2CC(c3nc4ccccc4[nH]3)CC2=O)cc1 (centres undefined)	98	93	98	97	103	85	98	.	100
CCSc1nc(-c2ccc(Br)cc2)c(C#N)c(=O)[nH]1	95	99	100	104	119	106	113	93	105
COc1cc(OC)c2sc(-c3ccc(-n4cncc4-c4ccc(N)cc4)cc3)nc2c1	99	101	104	85	.	120	79	85	69
CC1=Cc2c(C)ccc(C)c2CC1	95	109	110	107	121	112	95	101	106
CC/C=C/C(=O)NC1c2ccccc2Oc2ccccc21	98	85	86	.	102	96	101	109	95
NC(=O)c1nnn(Cc2ccccc2)c1N	101	112	117	117	148	115	108	105	116
CCC(=O)NC(C)c1ccccc1 (centres undefined)	100	102	133	135	104	113	103	95	107
O=C(Nc1cccnc1Nc1ccccc1)c1cn(Cc2cccc(Oc3ccccc3)c2)nn1	65	68	78	72	107	77	43	61	34
O=C(Nc1ccccc1)c1nc(=O)[nH]c2ccccc12	92	100	85	100	107	92	103	94	99
CC(=O)C1(O)CCC2C3CC(C)C4=CC(=O)C=CC4(C)C3C(=O)CC21C (centres undefined)	106	105	107	96	106	97	110	.	100
CCCCN1C=CCN(CCCC)C1	83	65	46	75	30	84	50	48	108
CCOC(=O)CSc1nc2ccccc2c(=O)n1Cc1ccc(S(N)(=O)=O)cc1	100	98	105	100	106	107	101	91	104
CCN1C(=O)/C(=C/C=C/N(C)c2ccccc2)SC1=S	66	93	.	95	104	41	95	61	82
COc1cc2nc3sc(C(=O)Nc4ccc(C(=O)OC(C)C)cc4)c(C(=O)Nc4ccc(Cl)cc4C)n3c(=O)c2cc1OC	103	72	17	68	46	91	23	99	62
O=C(CSc1nc2ccccc2[nH]1)NCc1ccccc1	96	100	102	97	111	101	103	98	102

Going on with the list:
SMILES	NCI-H226	NCI-H23	IGROV1	NCI-H322M	COLO 205	SK-OV-3	NCI-H460	NCI-H522	NCI/ADR-RES
CCOC(=O)C(=Cc1ccccc1[N+](=O)[O-])C(=O)OCC	42	14	38	89	-42*	62	49	-1.6*	-29*
CC(=O)CC(=O)N1CCc2ccccc21	99	100	109	106	106	93	106	85	103
NS(=O)(=O)c1ccc(Nc2nc(Nc3ccccc3)nc(N3N=C(c4ccc(Cl)cc4)CC3c3ccc(Cl)cc3)n2)cc1 (centres undefined)	55	55	34	65	8.7*	65	20	84	62
CCOC(c1ccccc1)(c1ccccc1)c1ccccc1	94	107	98	99	112	110	96	.	103
O=C(O)c1ccc(-n2cc(CNc3ccc(F)cc3)c(-c3ccc(F)c(F)c3)n2)cc1	93	106	98	87	117	105	104	92	99
CS(=O)(=O)c1ncnc2nc[nH]c12	96	112	79	98	142	126	103	117	115
CCCC(OC(=O)CC)c1ccc(Cl)cc1 (centres undefined)	109	100	110	111	107	115	106	102	109
CCCCS(=O)(=O)NC(=S)Nc1ccccc1	93	98	121	117	.	.	111	89	110
CCOC(=O)c1sc2nc(-c3cccc(OC)c3)nc(N3CCOCC3)c2c1C	80	94	87	94	108	102	101	86	90
CCN(CC)CCOC(=O)C(c1ccccc1)C1CCCCC1 (centres undefined)	104&113	98&97	99&92	92&96	105&79	93&96	106&97	103&100	102&79
ClCCn1cnc2c(SCc3ccccc3)ncnc21	65	72	133	75	52	63	12	66	57
CCCCC(CC)CCC(C)OC(=O)c1ccc(Cl)cc1 (centres undefined)	103	89	120	111	112	109	106	102	108
CCCCC1(C(OC)OC)NC(=O)N(C)C1=O (centres undefined)	99	95	90	114	85	107	104	92	95
NC1CONC1=O (centres undefined)	99	.	140	127	114	117	67	81	105

A different layout for four compounds above.
> O=C(O)c1ccc(-n2cc(CNc3ccc(F)cc3)c(-c3ccc(F)c(F)c3)n2)cc1
  NCI-H226 = 93
  NCI-H23 = 106
  IGROV1 = 98
  NCI-H322M = 87
  COLO 205 = 117
  SK-OV-3 = 105
  NCI-H460 = 104
  NCI-H522 = 92
  NCI/ADR-RES = 99

> CS(=O)(=O)c1ncnc2nc[nH]c12
  NCI-H226 = 96
  NCI-H23 = 112
  IGROV1 = 79
  NCI-H322M = 98
  COLO 205 = 142
  SK-OV-3 = 126
  NCI-H460 = 103
  NCI-H522 = 117
  NCI/ADR-RES = 115

> CCCC(OC(=O)CC)c1ccc(Cl)cc1 (centres undefined)
  NCI-H226 = 109
  NCI-H23 = 100
  IGROV1 = 110
  NCI-H322M = 111
  COLO 205 = 107
  SK-OV-3 = 115
  NCI-H460 = 106
  NCI-H522 = 102
  NCI/ADR-RES = 109

> CCCCS(=O)(=O)NC(=S)Nc1ccccc1
  NCI-H226 = 93
  NCI-H23 = 98
  IGROV1 = 121
  NCI-H322M = 117
  COLO 205 = .
  SK-OV-3 = .
  NCI-H460 = 111
  NCI-H522 = 89
  NCI/ADR-RES = 110
